# Bioassay records from PubChem.
# TLR9-MyD88 inh – inhibitors of human TLR9-MyD88 binding; Q9NR96+Q99836; CHO BLA complementation TLR9-MyD88, CCF4 FRET ratio; inhibition, % at 4.98 µM; hit rate 0.21% among 340,000;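 active means inhibition above the mean over all tested compounds plus 3 SD, cut at about 21% in these data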;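 further: 0% = DMSO only wells and 100% = clavulanate BLA inhibitor control wells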
# NCOA1 inh – human NCOA1 inhibition; Q15788; inhibition, % at 3.6 µM; HEK293 GAL4-SRC1 luciferase reporter, luminescence; hit rate 0.12% among 360,000;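 active means inhibition above the campaign mean plus 3 SD, with each screening campaign given its own cutoff, cut at about 60% in these data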;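 further: 0% = DMSO treated cells and 100% = gossypol at 36 µM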
# SRC3 inh – human NCOA3 inhibition. Q9Y6Q9. HEK293 GAL4-SRC3 luciferase reporter, luminescence. inhibition, % at 3.6 µM. hit rate 0.17% among 360,000;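 active means inhibition above a per-campaign cutoff, the mean of all compounds plus 3 SD, cut at about 60% in these data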;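 further: 0% = DMSO-treated cells and 100% = gossypol-treated cells at 36 µM; higher means less SRC3-driven luciferase light from the GAL4 reporter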
# TRAIL sens C8 – caspase-8 TRAIL sensitization | NB7+C8 cells + TRAIL, ATPlite viability luminescence | inhibition (viability loss, TRAIL sensitization), % at 10 µM | hit rate 1% among 360,000;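 active means compounds causing at least 50% loss of cell viability in the single-dose screen, relative to plate controls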
# Vif imaging – inhibitors of HIV Vif. HEK293T cells, Vif self-association by quenched fluorescence, imaging, 24 h. inhibition, % at 7.49 µM. hit rate 0.35% among 340,000. AID 602346; in the data active means inhibition above about 50%, passing the limit was not always enough; further: some results filed as inactive read as strong as hits
# LRH-1 inv ag – inverse agonists of human LRH-1 (NR5A2); O00482; HEK293T StAR-luciferase reporter, LRH-1 transfected, 24 h; inhibition, % at 3.6 µM; hit rate 0.13% among 360,000; AID 602396;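 active means inhibition above the mean inhibition of all tested compounds plus 3 SD, cut at about 73% in these data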;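 further: 0% = DMSO wells and 100% = reporter-only cells lacking LRH-1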
# Target sequence (O00482 whole entry, looked up): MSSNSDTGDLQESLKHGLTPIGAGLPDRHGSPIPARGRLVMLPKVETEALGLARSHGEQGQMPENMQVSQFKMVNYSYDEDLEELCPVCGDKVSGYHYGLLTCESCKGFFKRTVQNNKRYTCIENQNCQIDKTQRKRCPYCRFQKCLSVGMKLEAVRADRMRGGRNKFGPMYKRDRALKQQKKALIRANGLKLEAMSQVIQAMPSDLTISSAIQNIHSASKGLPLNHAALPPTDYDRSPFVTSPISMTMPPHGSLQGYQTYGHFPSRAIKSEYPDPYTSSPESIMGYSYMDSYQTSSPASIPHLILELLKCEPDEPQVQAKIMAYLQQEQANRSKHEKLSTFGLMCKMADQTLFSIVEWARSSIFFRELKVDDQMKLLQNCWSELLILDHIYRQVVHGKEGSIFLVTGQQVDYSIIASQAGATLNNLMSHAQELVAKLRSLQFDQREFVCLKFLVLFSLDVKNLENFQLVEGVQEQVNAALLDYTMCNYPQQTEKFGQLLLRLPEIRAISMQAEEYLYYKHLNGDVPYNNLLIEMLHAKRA
# EBV LMP1 NFkB – inhibitors of Epstein-Barr LMP1-induced NF-kappaB reporter; LMP1-induced NF-kappaB luciferase reporter cells, luminescence; inhibition, % at 12.5 µM; hit rate 0.69% among 350,000; in the data active means inhibition above about 41%;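 further: 0% = neutral control wells and 100% = reference inhibitor control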
# TROY NFkB inh – blocks TROY-dependent signaling in reporter cells; inhibition, % at 10 µM; hit rate 0.98% among 360,000; Q293 LMP1-TROYcd NF-kB luciferase reporter, 4 h; AID 1347056;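 active means compounds whose plate-normalised and pattern-corrected inhibition of the luciferase reporter signal at the single screening dose is 50% or more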
# NCOA2 inhibitor – inhibits human steroid receptor coactivator 2; inhibition, % at 9 µM; HEK293 GAL4-SRC2 luciferase reporter, luminescence; AID 651957; hit rate 0.17% among 370,000;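 active means inhibition above the mean inhibition of all tested compounds plus 3 SD, set per campaign, cut at about 52% in these data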;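 further: 0% = DMSO treated cells and 100% = cells given Gossypol at 36 µM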
# COUP-TFII inh – inhibitors of human COUP-TFII (NR2F2); HEK293T NGFI-A luciferase reporter, luminescence; inhibition, % at 8.6 µM; P24468; hit rate 0.7% among 370,000;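 active means inhibition above a per-plate cutoff, mean inhibition of test wells between control levels plus 3 SD, cut at about 38% in these data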;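 further: cells cotransfected with COUP-TFII expression vector driving the NGFI-A reporter; 0% = median of COUP-TF2 test wells and 100% = reporter-only cells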
# Target sequence (P24468 whole entry, looked up): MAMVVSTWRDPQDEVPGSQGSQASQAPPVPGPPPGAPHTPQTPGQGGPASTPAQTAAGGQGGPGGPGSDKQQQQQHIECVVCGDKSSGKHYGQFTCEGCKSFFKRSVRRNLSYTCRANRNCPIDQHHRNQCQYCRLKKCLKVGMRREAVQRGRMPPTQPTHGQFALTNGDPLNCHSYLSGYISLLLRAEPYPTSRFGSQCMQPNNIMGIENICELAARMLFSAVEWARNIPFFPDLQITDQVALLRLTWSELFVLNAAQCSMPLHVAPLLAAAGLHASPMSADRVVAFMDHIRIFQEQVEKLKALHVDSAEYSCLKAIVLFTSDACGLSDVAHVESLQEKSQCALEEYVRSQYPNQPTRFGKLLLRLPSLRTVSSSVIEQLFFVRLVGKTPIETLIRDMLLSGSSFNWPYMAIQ
# NOD2 RIPK2 PPI – blocks binding of human NOD2 to RIPK2 | CHO BLA complementation NOD2-RIPK2, CCF4 ratio | AID 624267 | inhibition, % at 4.98 µM | hit rate 0.38% among 360,000; in the data active means inhibition above about 21%;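 further: 0% = vehicle only and 100% = reference blocker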
# An asterisk follows results filed as active; . = not tested or not shown. An excerpt; rates above refer to the full screens.
SMILES,TLR9-MyD88 inh,NCOA1 inh,SRC3 inh,TRAIL sens C8,Vif imaging,LRH-1 inv ag,EBV LMP1 NFkB,TROY NFkB inh,NCOA2 inhibitor,COUP-TFII inh,NOD2 RIPK2 PPI
Cc1ccc2nc(N/C(=N/S(=O)(=O)c3ccc(F)cc3)c3ccccc3)sc2c1,-11,-52,-40,1,-6,-73,-13,24,-65,-23,-3
CCCCN=Cc1sc2ccc(OCC)cc2c1O,-4,-55,-39,1,2,-65,-10,-34,-42,-32,1
CCN1C(=O)S/C(=C/c2ccc(Oc3ccc([N+](=O)[O-])cn3)c(OC)c2)C1=O,-1,7,-11,9,-7,-9,8,18,-43,-2,3
COC(=O)C1=C(C)N(c2ccc(Cl)cc2)/C(=C/c2ccc(O)cc2)C1=O,-2,-18,27,0,1,-8,4,16,9,-10,-2
Cc1cc2nc(-c3ccc(F)cc3)c(CC3CCCCC3)n2c(C)c1Br,.,.,.,17,.,3,.,-22,-29,-19,-2
Cc1cccc(CSc2nc3c(c(=O)[nH]2)CCC3)c1,-4,12,4,-1,-2,20,-7,9,-5,-6,-14
CCCCc1cc(=O)oc2c(C)c(OCC(=O)N3CCCC3)ccc12,4,-5,-15,1,4,17,4,3,-46,18,-7
CC12CCC(C(=O)n3c1nc1ccccc13)C2(C)C (centres undefined),8,3,24,-14,-14,13,12,-9,3,15,-9
Cn1nc(C(F)(F)F)c(CNC(=O)C(C)(C)CCl)c1N1CCOCC1,-6,10,16,-10,17,-5,-3,17,3,4,-8
CCOc1ccc(S(=O)(=O)Nc2ccc(C(=O)NCCCN3CCOCC3)cc2)cc1,6,-27,5,-18,-10,2,-6,-3,7,-4,-1
Cc1ccccc1N1CCN(c2ccc(NC(=O)C3CCCCC3C(=O)O)cc2)CC1 (centres undefined),1,-18,-2,9,9,-11,-5,-7,10,-17,0
Cc1ccc(C(=O)Nc2cccc(S(=O)(=O)N(C)c3ccccc3)c2)o1,-9,-3,-3,-2,-30,-1,-4,6,15,3,-3
Cn1nc([N+](=O)[O-])c2c(-c3nc4ccccc4s3)c(N)n(C3CCCCC3)c2c1=O,-3,6,-2,-1,-5,-16,-2,13,10,11,-1
CC(C)NC(=O)/C(C#N)=C\c1ccc(N(C)C)c(Br)c1,3,-7,-2,5,-2,-26,16,-56,-9,-5,-7
COc1ccc(C2SCCN2C(=O)c2ccc([N+](=O)[O-])cc2)cc1 (centres undefined),1,-14,6,-5,-5,-8,42*,-4,1,0,-6
CCn1nc(C)c(CNC(=O)Nc2ccccc2C(=O)OC)c1C,-1,12,16,-4,6,-2,-18,2,15,11,4
O=C(CSc1nc2ccccc2s1)Nc1ccc2c(c1)oc1ccccc12,5,-5,-13,3,2,-13,-1,0,-14,-9,11
CC(C(=O)Nc1sc2c(c1C(=O)NCC1CCCO1)CCC2)N1C(=O)c2ccccc2C1=O (centres undefined),-4,1,18,8,0,-17,7,15,-7,-7,-4
Cc1ccccc1OCC(=O)NNC(=O)c1ccc(-n2cncn2)c([N+](=O)[O-])c1,-9,0,-10,9,-12,-5,8,6,-4,-11,6
CC(C)=CCC1=C(OCC(=O)O)C(=O)c2ccccc2C1=O,5,-4,-33,-14,-8,16,-1,8,-13,-1,3
CCc1nnc(NC(=O)CSc2ncc(-c3ccccc3)[nH]2)s1,11,-37,4,-16,20,-17,-12,-45,.,.,-6
Cc1occc1-c1nnc(SCC(=O)NC2CCCCC2)o1,-4,2,16,-1,2,6,-1,0,-2,7,-5
Cc1ccc(C(=O)COC(=O)CN2C(=O)C3C4CCC(C4)C3C2=O)cc1C (centres undefined),9,-2,26,-8,0,20,0,-18,-19,-6,-1
Cn1ncc([N+](=O)[O-])c1C(=O)Nc1cccc(Cl)c1,8,-7,-14,-4,-7,13,0,46,6,3,-14
COc1ccc(NCc2nnc(SCc3ccc(Cl)cc3)n2-c2ccccc2)cc1,6,2,10,2,5,11,4,60*,-33,-6,8
CCc1nc2ccc(C(=O)Nc3cccc(NS(C)(=O)=O)c3)cn2c1N(CC)Cc1cccc(Br)c1,.,-15,5,19,-11,0,.,30,-10,8,-12
CSc1ccc(CNCc2ccc3c(c2)OCO3)cc1,-2,18,2,-19,13,20,12,3,8,16,-9
C/C(=C\c1cccc(Cl)c1)C(=O)c1c(C)cc(C)[nH]c1=O,-10,8,13,5,-1,10,11,35,-11,13,-8
Cc1cc(Br)ccc1OCC(=O)NNC(=O)CCc1ccccc1,5,-7,-8,-7,5,-4,5,-18,-18,-5,-5
Cc1nc2ccccc2c(=O)n1/N=C/c1cn(-c2ccccc2)nc1-c1cccs1,-10,-22,-3,19,-7,-18,-18,-38,-32,-10,-2
CCN1CCN(c2ccc(S(=O)(=O)N3CCCCC3)cc2NC(=O)c2ccc(OC(F)F)cc2)CC1,6,-18,-6,9,2,13,5,-1,-27,4,-5
CC1CC(C)CN(C(=O)COC(=O)Cc2ccc(Cl)cc2)C1 (centres undefined),-4,-30,-16,-10,-8,15,-3,-33,-23,-5,1
COc1ccc(NC(=O)COC(=O)/C=C/c2ccccc2[N+](=O)[O-])cc1OC,10,-2,-1,-9,-5,-1,4,6,10,8,7
CCOC(=O)C1CCCN(CC(=O)N(C)c2c(N)n(Cc3ccccc3)c(=O)[nH]c2=O)C1 (centres undefined),-15,3,-37,2,-2,-16,-5,4,-12,7,8
CN1CCN(C(=O)/C=C/c2ccc(Cl)cc2)CC1,2,-19,-5,-7,-6,-2,-8,-6,-25,4,2
CCCN(C(=O)CCc1ccc(OC)cc1)c1c(N)n(Cc2ccccc2)c(=O)[nH]c1=O,7,-7,16,-5,6,2,4,-18,-3,-5,3
CCC(=O)Nc1cccc(NC(=O)CN2CCN(c3ccccc3OC)CC2)c1,-3,-2,4,-4,-7,-14,2,.,.,.,0
Cc1ccc2nnn(Cc3cccc(C(C)(C)C)c3O)c2c1,-4,-4,5,16,-3,18,11,11,-10,8,-11
CC(OC(=O)c1ccc(NC(N)=O)cc1)C(=O)Nc1ccc2c(c1)OCCO2 (centres undefined),0,1,7,-14,10,-1,3,9,-14,-16,0
O=C(CSc1nnc(CCCN2C(=O)c3cccc4cccc(c34)C2=O)n1-c1ccccc1)N1CCN(CCO)CC1,-14,-23,16,-10,-4,5,-3,6,-5,26,2
Cc1sc(NC(=O)c2ccco2)c(C(c2ccccc2)N2CCC(C)CC2)c1C (centres undefined),-9,-2,15,-10,-7,-17,10,16,18,29,-5
COc1ccc(NC(=O)Nc2ccc(F)c(Cl)c2)cc1,-9,-41,-68,7,-9,-123,-27,-35,-30,-22,-11
Cc1ccc(N/N=C(\C#N)C(N)=S)c(C)c1,5,1,7,7,1,-24,11,7,-16,-2,6
Cc1ccccc1NC(=O)Cc1nnc(N)s1,4,1,16,-11,-3,1,1,14,-5,2,4
Cc1cc(C(=O)COc2ncnc3sccc23)c(C)n1C,0,-63,-71,-6,.,-46,-14,-4,-56,-41,-18
CC(=O)c1c(C)[nH]c(C(=O)OCC(=O)NNC(=O)c2ccc([N+](=O)[O-])cc2)c1C,6,-9,-4,-7,3,4,-9,-13,-22,-8,-9
O=c1[nH]c2cccc(Cl)c2n(CCNc2ncc(C(F)(F)F)cc2Cl)c1=O,-4,13,8,-3,-13,3,2,35,-15,14,8
Cc1nnc(SC(C)C(=O)N2CCc3ccccc32)s1 (centres undefined),-7,-9,7,3,-3,18,6,-4,11,22,-13
CC(=O)N1CCOc2ccc(S(=O)(=O)NCc3ccccc3Cl)cc21,0,0,-12,14,0,0,7,9,1,2,-10
Cc1cccc(NS(=O)(=O)c2ccc(C)c(C(=O)N(C)C3CCN(C)CC3)c2)c1,9,5,16,-6,-7,-23,-3,16,3,1,-6
# Further results
SMILES,TLR9-MyD88 inh,NCOA1 inh,SRC3 inh,TRAIL sens C8,Vif imaging,LRH-1 inv ag,EBV LMP1 NFkB,TROY NFkB inh,NCOA2 inhibitor,COUP-TFII inh,NOD2 RIPK2 PPI
O=C(O)c1ccc(S(=O)(=O)N(Cc2ccccc2)Cc2ccccc2)cc1,3,9,-14,-8,-20,-13,-2,11,1,-8,9
O=C1NC(=O)C2(COC(c3cccnc3)OC2)S1 (centres undefined),4,16,8,-9,1,0,2,-4,-1,-2,-13
Cc1cccc(C)c1N(CC(=O)N1CCCC1)S(C)(=O)=O,-2,7,3,0,0,9,9,3,-7,17,-11
CCOC(=O)c1[nH]c(=S)n(-c2ccccc2)c1C(=O)OCC,-7,-2,15,14,0,11,2,0,33,-18,-8
COc1ccccc1NC(=O)c1ccc(NC(=O)COC(=O)c2ccc(O)cc2)cc1,2,-11,5,-12,-3,8,2,4,-22,-16,-16
CCOc1ccccc1CN1CCN(CCCn2cccn2)CC1CCO (centres undefined),-11,0,7,1,-4,4,-3,4,-12,-47,-12
COc1ccc(NC(=O)C(c2ccc(OC)cc2)N(C)C(=O)CNC(C)=O)cc1 (centres undefined),5,4,12,6,3,-1,1,10,-4,6,-3
O=C(CN1C(=O)c2ccc([N+](=O)[O-])cc2C1=O)NCCC1=CCCCC1,-9,1,6,-8,18,30,-6,-5,11,-5,-3
COc1ccc(N(CC(C)C)S(=O)(=O)c2nnc(NC(=O)CC(C)C)s2)cc1,-6,5,-1,14,-5,-12,2,11,-39,-9,-6
O=[N+]([O-])c1ccc(OCc2cn([C@@H](CO)c3ccccc3)nn2)c(Br)c1,-8,-7,3,-8,.,-2,1,-35,-8,-1,-16
O=C(CN1C(=O)COc2ccccc21)NCCCN1CCCCC1,-1,0,3,-21,7,-14,1,3,-17,-11,7
O=C(O)CN1C(=O)/C(=C\c2cc(Br)ccc2OCc2ccccc2F)SC1=S,0,-3,-2,7,18,-9,3,39,4,7,-19
Nc1cc2nsnc2cc1Br,-13,-2,10,96*,6,0,2,-5,-7,7,6
Nc1nc(SCc2ccccc2)ns1,-17,-88,-35,2,.,-42,-6,-45,-36,-40,0
O=C(O)c1ccc(C(=O)Nc2ccc(F)cc2)cc1,-6,0,-20,3,-7,-9,-4,8,18,-8,0
COc1ccc(CN2CCNC(=O)C2CC(=O)N(C)Cc2ccon2)c(F)c1 (centres undefined),8,-8,16,16,.,8,-6,10,-25,11,-8
CC(C)(C)NS(=O)(=O)c1ccc(NC(=O)C2CCCO2)cc1 (centres undefined),-3,-14,-2,6,1,-16,4,3,2,13,-7
Cc1cc(NC(=O)c2ccccc2)sc1C,-7,-130,-112,30,.,-173,-24,-12,-34,-49,-1
CSCCC(c1nnnn1Cc1ccccc1)N1CCN(C/C=C/c2ccccc2)CC1 (centres undefined),.,7,29,-1,-2,11,.,6,8,19,8

# 2 of these compounds in a different format:
Nc1cc2nsnc2cc1Br
  TLR9-MyD88 inh: -13
  NCOA1 inh: -2
  SRC3 inh: 10
  TRAIL sens C8: 96*
  Vif imaging: 6
  LRH-1 inv ag: 0
  EBV LMP1 NFkB: 2
  TROY NFkB inh: -5
  NCOA2 inhibitor: -7
  COUP-TFII inh: 7
  NOD2 RIPK2 PPI: 6

Nc1nc(SCc2ccccc2)ns1
  TLR9-MyD88 inh: -17
  NCOA1 inh: -88
  SRC3 inh: -35
  TRAIL sens C8: 2
  Vif imaging: .
  LRH-1 inv ag: -42
  EBV LMP1 NFkB: -6
  TROY NFkB inh: -45
  NCOA2 inhibitor: -36
  COUP-TFII inh: -40
  NOD2 RIPK2 PPI: 0
